From PubChem
BAZ2B inh: BAZ2B (human) inhibition. Q9UIF8. AlphaScreen BAZ2B-H3K14Ac peptide displacement. Potency, µM (doses to about 114 µM), for inactives: at the top dose activity change, negative = inhibition, hits mostly inhibitors. hit rate 4.4% among 360,000. AID 504333; also: % is scaled to controls: 0 for no effect and ±100 for the full control effect; nearly all actives have a fitted effect of over 60% in size
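Multi-concentration screen (max 110 uM) measuring displacement of acetylated histone H3 peptide from BAZ2B by AlphaScreen, using 50 nM protein, 50 nM peptide and 10 ug/mL streptavidin donor plus Ni-chelate acceptor beads.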
BLM helicase inh: inhibitors of human Bloom syndrome helicase BLM; Potency, µM (titrated, usually from 56.1 µM), inactives show at the highest dose activity change, negative = inhibition, most hits filed as inhibitors; P54132; recombinant BLM DNA unwinding, fluorescence dequenching; AID 2528; hit rate 0.2% among 350,000;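 also: plate controls were vehicle for no effect and no enzyme for full effect; nearly all actives have a fitted effect of over 35% in size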
Target sequence (P54132 whole entry, looked up): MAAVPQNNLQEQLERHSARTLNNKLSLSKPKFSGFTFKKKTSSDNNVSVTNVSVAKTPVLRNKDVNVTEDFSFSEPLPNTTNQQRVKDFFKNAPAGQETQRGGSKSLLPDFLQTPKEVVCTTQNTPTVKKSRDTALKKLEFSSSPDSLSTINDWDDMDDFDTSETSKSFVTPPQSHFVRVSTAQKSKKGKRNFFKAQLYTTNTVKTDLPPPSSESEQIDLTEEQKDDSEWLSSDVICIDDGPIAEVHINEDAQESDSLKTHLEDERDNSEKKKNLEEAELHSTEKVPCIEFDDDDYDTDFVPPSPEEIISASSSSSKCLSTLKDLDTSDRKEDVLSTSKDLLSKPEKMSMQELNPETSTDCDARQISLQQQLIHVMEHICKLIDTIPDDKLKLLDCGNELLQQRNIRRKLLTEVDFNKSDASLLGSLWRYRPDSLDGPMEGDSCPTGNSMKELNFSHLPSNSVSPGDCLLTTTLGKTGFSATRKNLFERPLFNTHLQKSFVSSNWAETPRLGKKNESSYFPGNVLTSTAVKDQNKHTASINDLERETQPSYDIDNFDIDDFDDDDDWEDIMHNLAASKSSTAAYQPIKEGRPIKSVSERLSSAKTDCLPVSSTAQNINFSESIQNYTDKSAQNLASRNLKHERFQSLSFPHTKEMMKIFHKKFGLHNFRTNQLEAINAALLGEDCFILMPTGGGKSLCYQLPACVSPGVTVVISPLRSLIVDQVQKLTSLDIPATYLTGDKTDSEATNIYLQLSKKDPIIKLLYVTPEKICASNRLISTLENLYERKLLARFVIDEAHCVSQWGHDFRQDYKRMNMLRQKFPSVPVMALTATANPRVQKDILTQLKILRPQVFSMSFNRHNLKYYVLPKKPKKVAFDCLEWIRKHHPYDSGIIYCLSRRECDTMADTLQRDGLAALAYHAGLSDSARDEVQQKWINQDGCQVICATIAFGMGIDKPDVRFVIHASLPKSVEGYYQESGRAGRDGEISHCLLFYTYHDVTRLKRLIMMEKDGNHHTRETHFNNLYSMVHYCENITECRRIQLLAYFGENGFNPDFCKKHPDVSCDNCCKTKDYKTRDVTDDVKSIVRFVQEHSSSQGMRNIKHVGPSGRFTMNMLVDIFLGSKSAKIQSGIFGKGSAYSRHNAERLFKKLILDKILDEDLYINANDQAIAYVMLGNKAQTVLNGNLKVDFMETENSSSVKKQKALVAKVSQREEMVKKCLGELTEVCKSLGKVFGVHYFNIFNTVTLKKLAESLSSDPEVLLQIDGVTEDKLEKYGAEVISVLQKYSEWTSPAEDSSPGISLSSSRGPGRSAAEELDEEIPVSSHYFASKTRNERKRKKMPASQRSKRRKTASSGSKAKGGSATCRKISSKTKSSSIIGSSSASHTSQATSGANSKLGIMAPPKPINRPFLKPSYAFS
Pol eta inh: blocks human DNA polymerase eta activity; recombinant Pol eta, fluorescent DNA replication assay; Potency, µM (top dose mostly 114 µM), for inactives: at the top dose activity change, negative = inhibition, usual class: inhibitors; hit rate 1.2% among 390,000; AID 588591; also: % is scaled to controls: 0 for no effect and ±100 for the full control effect
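Pol eta at 10 nM preincubated with compounds 15 min at room temperature; reaction started with fluorescent substrate (50 nM final) and read kinetically at 0 and 10 min.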
POLB inh: blocks human DNA polymerase beta activity; P06746; Pol beta primer extension/strand displacement, fluorescence kinetic; Potency, µM (doses to about 114 µM), inactives show at the highest dose activity change, negative = inhibition, actives largely listed as inhibitors; hit rate 1.3% among 340,000; also: % is scaled to controls: 0 for no effect and ±100 for the full control effect
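Values derive from four-parameter Hill fits of normalized kinetic data: reads at 0 and 10 min following addition of 50 nM substrate to 10 nM Pol beta preincubated 15 min with compound.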
Anesthetic bind: binds horse apoferritin like a general anesthetic. apoferritin/1-aminoanthracene competitive binding, fluorescence. P02791. Potency, µM (titrated, usually from 77.5 µM), without a hit: at the top dose activity change, negative = displacement, most hits filed as inhibitors. hit rate 0.074% among 350,000; also: % is scaled to controls: 0 for no effect and ±100 for the full control effect; nearly all actives have a fitted effect of over 20% in size
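Concentration-response curves derived by four-parameter Hill fitting of normalized fluorescence, where compounds displaced 1-AMA from 10 uM horse apoferritin following a brief 10 min room-temperature incubation; propofol titration acted as positive control.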
POLI inh: inhibitors of human DNA polymerase iota. Q9UNA4. AID 588590. hit rate 1% among 390,000. Pol iota fluorescent replication assay, 10 min. Potency, µM (doses to about 115 µM), for the others: at the top dose activity, negative = inhibition, hits mostly inhibitors
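Pol iota at 10 nM preincubated 15 min with compounds at room temperature; reaction started with fluorescent substrate, 50 nM final. Fluorescence read kinetically at 0 and 10 min; buffer-only wells as negative control.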
G9a block: blocks human histone lysine methyltransferase G9a | Q96KQ7 | Potency, µM (series often up to 102 µM), for the others: at the top dose activity, negative = inhibition, most hits filed as inhibitors | G9a H3K9 monomethylation, AlphaScreen, 2 h | hit rate 8.8% among 350,000; also: % is scaled to controls: 0 for no effect and ±100 for the full control effect; nearly all actives have a fitted effect of over 75% in size
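Step 1: enzyme (final 20 nM) with compound, 15 min RT. Step 2: substrate peptide 500 nM and SAM 20 uM, 2 h RT. Step 3: anti-H3K9me1 antibody and AlphaScreen beads, 10 min, then plate read.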
POLK inh: DNA polymerase kappa (human) inhibition. Q9UBT6. purified Pol kappa, fluorescent DNA synthesis assay, 10 min. Potency, µM (highest dose often 107 µM), inactives show at the top dose activity, negative = inhibition, hits mostly inhibitors. hit rate 0.53% among 400,000. AID 588579; also: % is scaled to controls: 0 for no effect and ±100 for the full control effect
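10 nM Pol kappa was preincubated with compounds for 15 min at room temperature. Reaction started with 50 nM (final) substrate. Fluorescence read kinetically at 0 and 10 min.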
APEX1 inh: inhibitors of human APE1 endonuclease; AID 2517; recombinant APE1, TAMRA/BHQ-2 abasic DNA cleavage fluorescence; hit rate 0.35% among 350,000; P27695; Potency, µM (titrated, usually from 65.8 µM), inactives show top-dose activity change, negative = inhibition, actives largely listed as inhibitors;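 also: plate controls were vehicle for no effect and reference inhibitor for full effect; nearly all actives have a fitted effect of over 55% in size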
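Activity was derived from the fluorescence gain between first and third kinetic reads (60 s intervals, ex 525/em 598 nm) after 50 nM THF-abasic TAMRA/BHQ-2 duplex was added to 0.75 nM APE1 preincubated 15 min with compound.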
* marks the source's active call; other numbers are inactive results; ? = inconclusive; nt = not tested or not shown; & = joins results of further samples; [ ] = dose if it differs, or a comment. Calls follow the shape of the dose curve; as a rule, active = well fitted curve in the direction sought with a large enough effect; inconclusive = small, poorly fitted or top-dose-only effect, or another doubt; inactive = no such curve, though single readings can be large; an effect the other way counts as inactive or inconclusive. Potency is read from the fitted curve at half-maximal effect.

SMILES	BAZ2B inh	BLM helicase inh	Pol eta inh	POLB inh	Anesthetic bind	POLI inh	G9a block	POLK inh	APEX1 inh
COC(=O)N1C(=O)[C@@](Cc2ccccc2)(c2ccccc2)N1C(=O)OC	-7%	-7%	-9%	4%	-3%	8%	nt	4%	-2%
Cc1ccc(/C=C/C(=O)c2ccccc2O)cc1	?	-11%	-3%	-14%	-13%	26%	nt	-15%	-4%
Cn1ncc(Cl)c1C(=O)N1CCC(Cc2ccccc2)CC1	-4%	-2%	2%	21%	-11%	6%	?	-3%	17%
Cc1c(CN2CCC(CO)(CCOc3ccccc3)CC2)[nH]c2c(Cl)cccc12	?	-3%	2%	?	-22%	36%[activator]	50µM*	-2%	-3%
CCNC(=O)COC(=O)/C=C/c1ccccc1[N+](=O)[O-]	4%	0%	11%	6%	-5%	7%	-7%	2%	6%
CCCN(CCC)C1=N/C(=C\c2ccco2)C(=O)N1c1ccccc1	50µM*	-11%	1%	?	-20%	?	?	?	-3%
O=C(c1ccccc1)c1nc2c(n1O)CCCCC2	79µM*	7%	-11%	3%	-16%	-1%	56µM*	3%	-4%
CCC(=O)Nc1nnc(SCC(=O)Nc2ccc3c(c2)OCO3)s1	-5%	-2%	-1%	-1%	5%	8%	nt	-19%	19%
Cc1cc(C)cc(C(=O)NCC(=O)OCN2C(=O)c3ccccc3C2=O)c1	12%	nt	-9%	nt	nt	8%	18%[12.7 µM]	-5%	-4%
CC(C)CN1CCCC2(CCN(C(=O)c3cccn3C)CC2)C1	nt	4%	nt	nt	nt	nt	-7%[12.7 µM]	-6%[60.1 µM]	3%

Not a retest: entries from further up.
SMILES	BAZ2B inh	BLM helicase inh	Pol eta inh	POLB inh	Anesthetic bind	POLI inh	G9a block	POLK inh	APEX1 inh
COC(=O)N1C(=O)[C@@](Cc2ccccc2)(c2ccccc2)N1C(=O)OC	-7%	-7%	-9%	4%	-3%	8%	nt	4%	-2%
Cc1ccc(/C=C/C(=O)c2ccccc2O)cc1	?	-11%	-3%	-14%	-13%	26%	nt	-15%	-4%

Next part.
SMILES	BAZ2B inh	BLM helicase inh	Pol eta inh	POLB inh	Anesthetic bind	POLI inh	G9a block	POLK inh	APEX1 inh
Cc1c(C(=O)N2CCC(C)CC2)c(S(=O)(=O)NCc2ccc(Br)cc2)c(C)n1C	-31%	-3%	-10%	16%	2%	-6%	9%[12.7 µM]	-6%[60.1 µM]	nt
O=C1NC(c2ccc(-c3ccccc3[N+](=O)[O-])o2)C(C(=O)c2ccc(F)cc2)C(O)(C(F)(F)F)N1 (stereo unspecified)	?	-6%	-22%	-15%	-16%	?	?	-13%	-3%
Cc1c(NC(=O)C(C)N2C(=O)C3CCCCC3C2=O)c(=O)n(-c2ccccc2)n1C (stereo unspecified)	-14%	-4%	-20%	18%	-6%	103%[activator]	-1%[59 µM]	-5%	-8%
O=C(CN1C(=O)/C(=C/c2ccccc2)SC1=S)Nc1ncc(Cc2ccccc2)s1	-34%	-2%	-14%	3%	-14%	58%[activator]	50µM*	-13%	6%
CCc1cccc(C)c1NC(=O)c1cc(-c2ccncc2)nc2ccccc12	-33%	nt	2%	nt	nt	49%[activator]	?	-17%	38%
CC[C@]12c3[nH]c4cc(CCC(=O)N(C)C)ccc4c3CCN1C(=O)[C@@H](CC(=O)NCc1ccco1)C[C@@H]2C(=O)N1CCN(C(=O)C2CC2)CC1	nt	nt	0%	nt	nt	2%	nt	-5%	-21%
Cc1ccc(C2=NC(C(F)(F)F)(C(F)(F)F)c3c(n(-c4ccc(F)cc4)c(=O)[nH]c3=O)N2)cc1	2%	-1%	-8%	-1%	-1%	-13%	14%[59 µM]	0%	-2%
CCN(c1ccccc1)S(=O)(=O)c1ccc(OC)c(NC(=O)Cc2ccc(OC)c(OC)c2)c1	1%	nt	-9%	nt	nt	7%	12%[2.33 µM]	-1%	-8%
Cc1cccc(-c2nc(C#N)c(NCC3CCCO3)o2)c1 (stereo unspecified)	-38%	-5%	-9%	2%	-12%	-27%	?	-5%	?
Cn1c(=O)cc(SCC(=O)NCc2ccco2)c2ccccc21	3%	-10%	-8%	45%	-9%	11%	7%	-20%	-2%

Structures listed so far shown as hits in G9a block.
SMILES,BAZ2B inh,BLM helicase inh,Pol eta inh,POLI inh,G9a block,POLK inh,APEX1 inh
Cc1c(CN2CCC(CO)(CCOc3ccccc3)CC2)[nH]c2c(Cl)cccc12,?,-3%,2%,36%[activator],50µM*,-2%,-3%
O=C(c1ccccc1)c1nc2c(n1O)CCCCC2,79µM*,7%,-11%,-1%,56µM*,3%,-4%
O=C(CN1C(=O)/C(=C/c2ccccc2)SC1=S)Nc1ncc(Cc2ccccc2)s1,-34%,-2%,-14%,58%[activator],50µM*,-13%,6%

Remaining list, next part
SMILES	BAZ2B inh	BLM helicase inh	Pol eta inh	POLB inh	Anesthetic bind	POLI inh	G9a block	POLK inh	APEX1 inh
Cc1ccc(/C=C/S(=O)(=O)Nc2ccc(C)cc2)cc1	4%	-10%	-12%	25%	-20%	25%	-3%	0%	7%
COC(=O)[C@]1(C)N[C@H](CN(C)C(=O)NC(C)C)[C@@H]2C(=O)N(C)C(=O)[C@@H]21	nt	nt	-9%	nt	nt	19%	nt	19%	-1%
CC1(C)O[C@H]2OC([C@H](O)CON3C(=O)c4ccccc4C3=O)[C@H](O)[C@H]2O1 (stereo partly specified)	-31%	6%	-2%	?	-12%	-12%	45µM*	-9%	-2%
O=C1C(Cl)=C(NCCCO)C(=O)c2ccccc21	?	-5%	-20%	-9%	-18%	-8%	28%[2.33 µM]	-15%	-2%
CCOC(=O)c1ccc(-c2ccc(C(=O)Nc3cccnc3)o2)cc1	9%	-1%	?	30%	-23%	9%	?	-13%	-5%
Brc1ccc(-c2noc(CCc3ccccc3)n2)o1	20%	-4%	-12%	14%	?	?	?	-1%	2%
CCOc1cccc(-c2c(C(=O)N/N=C/c3c(F)cccc3Cl)nnn2-c2nonc2N)c1	-9%	-9%	2%	3%	-23%	12%	nt	0%	-24%
O=C(CNC(=O)Cc1ccccc1)NCC(=O)OCC(=O)c1cccc2ccccc12	-6%	1%	-13%	-13%	?	15%&14%	23%[12.7 µM]	-16%&-7%	-2%
Fc1ccc(CSc2nnc(-c3ccco3)o2)cc1	20%	-11%	-10%	-1%	0%	13%	nt	14%	-5%
CCC(C(=O)Nc1ccc(C(=O)O)cc1NC(=O)C(CC)c1ccccc1)c1ccccc1 (stereo unspecified)	9%[0.457 µM]	2%	-5%	27%	-7%	-12%	nt	-10%	7%
CCOC(=O)c1ccc(N2CCN(C(C)=O)CC2)c(NC(=O)c2cccnc2)c1	-15%	2%	-11%	8%	-4%	4%	-36%	0%	3%
c1ccc(-c2nnsc2-c2ncc[nH]2)cc1	2%	1%	-4%	-2%	-3%	-7%	8%[0.0925 µM]	0%	-3%
Cc1oc(-c2ccccc2F)nc1CS(=O)(=O)CC(=O)NC1CCCC1	10%	2%	-18%	1%	-13%	20%	0%[59 µM]	-19%	-3%
Cc1onc(-c2ccccc2)c1C(=O)Nc1ccccc1NC(=O)c1c(-c2ccccc2)noc1C	-2%	-6%	-3%	11%	-1%	22%	16%	-2%	15%
CN(C)/C=N/c1c(C#N)cnn1C	0%	-3%	-7%	-2%	-3%	59%[activator]	5%	-5%	2%
COc1ccc(OC)c(N2C(=O)c3cccnc3C2=O)c1	79µM*	-7%	-7%	13%	-3%	29%	9%	6%	11%
NS(=O)(=O)c1ccc(NC(=S)Nc2ccc(C(=O)N3CCCCC3)cc2)cc1	6%	-2%	-20%	6%	-11%	36%	?	-7%	20%
O=C(CSc1ccccc1)Nc1nccs1	-8%	-2%	-1%	55%[activator]	?	-1%	15%	-9%	15%
COCCNC(=O)c1ccc2c(c1)NC(=O)CS2	-6%	0%	-16%	35%	-5%	22%	-5%[59 µM]	-1%	0%
COc1ccc(-c2cc(C(=O)NCCCN3CCOCC3)on2)cc1OC	-8%	-14%	15%	25%	5%	11%	nt	-24%	-3%
Cc1ccc(-c2nc(CS(=O)(=O)CC(=O)NCc3cccc(F)c3)c(C)o2)cc1	1%	-1%	-16%	-22%	-14%	11%	nt	-4%	18%
CCOc1ccc(CCNS(=O)(=O)c2ccc3c(c2)N(C(C)=O)CCO3)cc1OCC	?	-1%	-8%	30%	-3%	-14%	1%	-3%	-10%
CCOC(=O)C1=C(C)NC(=S)NC1c1ccco1 (stereo unspecified)	-14%	-10%	?	0%	-6%	22µM*	50µM*	?	?
Cn1c(=NC(=O)c2ccc(S(=O)(=O)N3CCCc4ccccc43)cc2)sc2cc(S(C)(=O)=O)ccc21	2%	0%	-11%	1%	4%	7%	-8%[59 µM]	-1%	-1%
Cc1cc(C)nc(NC2=NCC(=O)N2c2ccccc2Br)n1	12%	4%	-15%	24%	-6%	70%[activator]	-9%[59 µM]	-10%	-2%
CC(C)(C)CC(=O)Nc1nnc(SCC(=O)NCc2cccs2)s1	15%	-4%	-16%	1%	-22%	25%	-3%	-3%	2%
CCOc1ccccc1CN1C(=O)c2ccccc2C1C(=O)NC(C)CC (stereo unspecified)	2%	-4%	-13%	4%	-7%	22%	-4%[59 µM]	4%	2%
O=C(Cn1c(=O)n(Cc2nc(-c3ccccc3)no2)c(=O)c2cc3c(cc21)OCO3)Nc1ccc(Cl)cc1	-22%	-3%	-13%	13%	65%[activator]	-19%	-21%[59 µM]	-6%	nt
CNC(=O)CSc1nnc(-c2cnccn2)n1C	-7%	-2%	-13%	8%	0%	22%	nt	6%	19%
CCC(C)NC(=O)Cn1c(=O)n(-c2ccc(OC)c(OC)c2)c(=O)c2ccccc21 (stereo unspecified)	-5%	-11%	-11%	2%	3%	12%	-5%[59 µM]	-34%	nt
COc1ccc(C(=O)Nc2ccccc2C(=O)OCc2cc(=O)n3c4c(sc3n2)CCCC4)cc1	-5%	-6%	2%	29%	10%	11%	21%[59 µM]	-2%[60.1 µM]	nt
Cc1ccc(-n2c(SCCN)nnc2-c2cccc(C)c2)cc1	79µM*	3%	-12%	10%	-11%	86%[activator]	5%[59 µM]	-6%	?
Oc1ccc(N=Nc2ccccc2-c2nn[nH]n2)c(O)c1	50µM*	-2%	22µM*	32µM*	-14%	11%	35µM*	16%	-12%
CN(Cc1cc([N+](=O)[O-])c2cccnc2c1O)C1CCCCC1	7.9µM*	-12%	nt	-14%	-2%	nt	11%[59 µM]	nt	18%

Not all compounds are listed; count on the stated rates, not on these rows.
